# AMA1 RON2 block = qHTS for Inhibitors of AMA1-RON; Towards Development of Antimalarial Drug Lead: Primary Screen; Plasmodium falciparum AMA1 (3D7) - RON2 peptide interaction; AlphaScreen AMA1-biotinylated RON2 peptide binding; Potency, µM (series often up to 58.2 µM), inactives show at the top dose activity change, negative = inhibition, most hits filed as inhibitors; actives 0.2% (n = 360,000); AID 720542, 2013;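 note: potency is the fitted concentration of half-maximal effect; 0% = vehicle wells and -100% = peptide control; nearly all actives have a fitted effect of over 45% in size; some results filed as inactive show a strong effect at the top dose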
#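 AMA1 (3D7) with his tag at 25 nM final met compounds first, then biotinylated RON2 peptide at 25 nM; detection used donor plus acceptor beads, 10 µg/mL apiece, read by AlphaScreen after 30 min at room temperature.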
# Sm TGR block = qHTS Assay for the Inhibitors of Schistosoma Mansoni Peroxiredoxins; Schistosoma mansoni thioredoxin glutathione reductase (TGR), Q962Y6; purified TGR, DTNB reduction, TNB absorbance 405 nm; Potency, µM (doses to about 114 µM), inactives show at the highest dose activity change, negative = inhibition, usual class: inhibitors; actives 3% (n = 360,000); note: potency is the fitted concentration of half-maximal effect; nearly all actives have a fitted effect of over 60% in size
#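 TGR 20 nM + NADPH 100 uM (dispensed conc.), cpd preinc 15 min RT; start with NADPH (500 uM addition) then DTNB (15 mM addition). Kinetic TNB absorbance, 405 nm filter. Four-parameter Hill fit across titration.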
# HCMV antiviral = qHTS Assay for inhibitors of the human cytomegalovirus (HCMV) | HFF cells, HCMV-luciferase reporter, 72 h; active compounds read low | actives 4.5% (n = 410,000) | activity change, negative = inhibition, % at 57.5 µM; in the data active = activity change below about -60%; inconclusive = no clear call, values can overlap the other calls; inactive = above about -39%
#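 Steps: HFFs plated, 16 h 37C; compounds added; HCMV-luciferase added to MOI 1 PFU/cell; 72 h 37C; OneGlo reagent, 5 min room temperature; luminescence read, normalized to controls.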
# AmpC no deterg = qHTS Inhibitors of AmpC Beta-Lactamase (assay without detergent); P00811; AmpC nitrocefin hydrolysis, absorbance 480 nm, 0.0001% Triton; Potency, µM (top dose mostly 57.1 µM), without a hit: top-dose activity change, negative = inhibition, most hits filed as inhibitors; actives 0.52% (n = 330,000);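 note: potency is the fitted concentration of half-maximal effect; plate controls were no compound for no effect and no enzyme for full effect; nearly all actives have a fitted effect of over 20% in size; some results filed as inactive show a strong effect at the top dose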
# Target sequence (P00811 whole entry, looked up): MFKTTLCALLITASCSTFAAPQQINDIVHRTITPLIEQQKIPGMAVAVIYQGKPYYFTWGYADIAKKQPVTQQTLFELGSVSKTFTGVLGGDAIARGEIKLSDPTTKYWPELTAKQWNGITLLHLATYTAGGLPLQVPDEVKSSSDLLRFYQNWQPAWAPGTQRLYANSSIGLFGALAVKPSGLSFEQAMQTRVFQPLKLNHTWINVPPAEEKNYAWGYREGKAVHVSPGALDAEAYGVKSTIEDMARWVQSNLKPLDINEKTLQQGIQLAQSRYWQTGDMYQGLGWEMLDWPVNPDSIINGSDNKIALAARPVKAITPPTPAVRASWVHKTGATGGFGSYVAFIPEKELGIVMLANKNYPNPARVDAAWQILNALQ
#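 AmpC (5.3 nM in the dispensed reagent) in 20 mM phosphate pH 7.0 with 0.01% (detergent screen) or 0.0001% Triton X-100 was preincubated with compounds for 15 min at room temperature. Nitrocefin was then added from an 800 uM solution, and hydrolysis was followed at 480 nm.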
# Giardia FBPA inh = qHTS Assay for Inhibitors of Fructose-1,6-bisphosphate Aldolase from Giardia Lamblia; purified Giardia FBPA; Potency, µM (doses to about 59.6 µM), for the others: at the highest dose activity, negative = inhibition, most hits filed as inhibitors; actives 0.71% (n = 290,000); AID 2451, 2010; note: potency is the fitted concentration of half-maximal effect; nearly all actives have a fitted effect of over 55% in size
# Target sequence (A8B2U2 whole entry, looked up): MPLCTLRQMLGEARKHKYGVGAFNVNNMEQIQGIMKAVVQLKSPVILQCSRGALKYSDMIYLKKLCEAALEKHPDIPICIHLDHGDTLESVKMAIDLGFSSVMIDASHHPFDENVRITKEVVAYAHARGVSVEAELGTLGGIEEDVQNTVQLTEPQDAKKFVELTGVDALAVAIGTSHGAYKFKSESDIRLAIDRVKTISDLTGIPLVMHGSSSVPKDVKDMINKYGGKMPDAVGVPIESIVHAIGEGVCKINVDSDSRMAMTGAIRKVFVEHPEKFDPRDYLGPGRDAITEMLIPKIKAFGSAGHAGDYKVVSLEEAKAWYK
#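 Giardia FBPA (40 nM reagent) was preincubated 10 min at RT with compound (up to 57.5 uM final), then substrate plus GAPDH/TPI/NAD/arsenate coupling system with diaphorase/resazurin was added; resorufin fluorescence (525/598 nm) was read after 20 min.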
# AmpC detergent = qHTS Inhibitors of AmpC Beta-Lactamase (assay with detergent); AID 485294, 2010; Potency, µM (highest dose often 114 µM), for inactives: at the top dose activity change, negative = inhibition, actives largely listed as inhibitors; actives 0.041% (n = 370,000); AmpC hydrolysis of nitrocefin, absorbance 480 nm, 0.01% Triton; P00811;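 note: potency is the fitted concentration of half-maximal effect; 0% = no-compound wells and -100% = no-enzyme wells; nearly all actives have a fitted effect of over 25% in size; some results filed as inactive show a strong effect at the top dose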
#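 AmpC (5.3 nM in the dispensed reagent) in 20 mM phosphate pH 7.0 with 0.01% (detergent screen) or 0.0001% Triton X-100 was preincubated with compounds for 15 min at room temperature. Nitrocefin was then added from an 800 uM solution, and hydrolysis was followed at 480 nm.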
# * hit, by the source's call; ? = inconclusive; · = no result given; & = joins results of further samples; [ ] = remark or other dose. Unless noted, calls come from the whole dose curve; as a rule, active = well fitted curve in the direction sought with a large enough effect; inconclusive = small, poorly fitted or top-dose-only effect, or another doubt; inactive = no such curve, though single readings can be large; an effect the other way counts as inactive or inconclusive. Unless noted, % is set by controls: 0 for no effect and ±100 for the full control effect. Random draw from the library; any-hit rate near 7.8%.
# Fields: AMA1 RON2 block | Sm TGR block | HCMV antiviral | AmpC no deterg | Giardia FBPA inh | AmpC detergent
- COc1ccc(CNC(=O)CNC(=O)c2ccc(Br)o2)cc1OC
  3% | 3% | 17 | -11% | · | -10%
- O=C(COc1ccccc1)OCC(=O)c1c[nH]c2ccccc12
  -15% | 0% | 20 | 4% | · | -13%
- CCCCCCCCSc1n[nH]c(N)n1
  8% | 2% | 48 | -9% | -3% | -1%
- COc1ccc2cc(CO)c3cc(OC)c(OC)cc3c2c1
  -1% | · | -14 | -1% | · | ·
- c1ccc(C(c2nnnn2C2CCCC2)N2CCN(c3ccccc3)CC2)cc1 (stereo unspecified)
  -14% | -10% | -25 | -15% | -1% | -14%
- O=C(CSc1nc2ccccc2o1)N1CCCC1
  -9% | 1%[11.4 µM] | 39 | -13% | -1% | -11%
- COc1ccc(OC)c(C2C3=C(CC(C)(C)CC3=O)Nc3nnnn32)c1 (stereo unspecified)
  -12% | -5% | -4 | -24% | 4% | -1%
- Clc1nc(Cl)nc(N(c2ccccc2)c2ccccc2)n1
  3% | 4% | 10 | -20% | ? | 3%
- COc1cc2nc(NC(=O)c3ccc(F)cc3Cl)sc(=O)c2cc1OC
  -5% | -7% | · | 32% | 11% | -2%
- CC(C)c1ccc(NC(=O)CSc2ncccc2C(=O)Oc2cccc([N+](=O)[O-])c2)cc1
  -1% | -4% | -14 | -14% | -11% | -13%
- COc1ccc(C(=O)NC2CCN(S(=O)(=O)c3ccc(F)cc3)CC2)cc1
  5% | 0% | 1 | 4% | 4% | 0%
- O=[N+]([O-])c1cnccc1NC1CCCCC1
  -3% | 11% | -39 | -14% | -1% | -1%
- Cc1cccc(N2C(S)=C(C#N)C(=O)NC2c2ccco2)c1 (stereo unspecified)
  20% | -8% | -68* | -23% | 4% | -3%
- CC1CCCCN1C(=O)CN1C(=O)CSc2ccc(S(=O)(=O)N3CCOCC3)cc21 (stereo unspecified)
  -4% | -11% | ? | 30% | 9% | 4%
- COc1ccc(N2C(=O)CC(Sc3nnc(-c4ccccc4F)n3C)C2=O)cc1 (stereo unspecified)
  18% | 2.8µM* | -14 | -10% | 0% | 10%
- CCOC(=O)c1cc(-c2ccc(OC)cc2)nn1-c1ccccc1C(=O)O
  -2% | -23% | -16 | -17% | 2% | -3%
- Cc1ccc(-n2nc(C)cc2NC(=O)COc2cc(C)cc3oc(=O)c4c(c23)CCC4)cc1
  -3% | 4% | 7 | -42% | 5% | -13%
- Cc1nc(NC(=O)c2cc3c(s2)CCCCC3)sc1C(=O)N(C)C
  -11% | 5% | 1 | 76%[activator] | -5% | ?
- Cc1ccccc1C1=NC(C(F)(F)F)(C(F)(F)F)c2c(n(C)c(=O)n(C)c2=O)N1
  11% | 3% | ? | -17% | 3% | -11%
- CCN(C(=O)CN1CCN(C)CC1)c1cccc2ccccc12
  -6% | -9% | -24 | 4% | -27% | -8%

# The list continues.
# Fields: AMA1 RON2 block | Sm TGR block | HCMV antiviral | AmpC no deterg | Giardia FBPA inh | AmpC detergent
- Cc1ccc(NC(=O)C2CCN(S(=O)(=O)c3ccc4c(c3)CC(C)N4C(=O)C3CCC3)CC2)nc1 (stereo unspecified)
  0% | 7% | -86* | 63%[activator] | 15% | ?
- CCCN(CCC)C(=O)c1cc2c(=O)[nH]c3ccc(C)cc3c2s1
  -2% | 7% | 2 | 7% | 1% | 5%
- COC(=O)/C(=C\Nc1ccc(Cl)c2ccccc12)c1ncc(C(F)(F)F)cc1Cl
  -11% | -9% | · | -19% | -16% | 0%
- N#C/C(=C\c1ccccc1O)C(=O)Nc1cccnc1
  -3% | 9% | -28 | -21% | 0% | -6%
- Cc1ccccc1Cn1c2ccccc2c2cnn(CC(=O)N3CCC(C)CC3)c(=O)c21
  · | -2% | -21 | · | · | 6%
- CCOCCn1c(CN2CCN(c3cccc(Cl)c3)CC2)nc2c1c(=O)n(C)c(=O)n2C
  -21% | 0% | -18 | 192%[activator] | -6% | -2%
- CC(C(=O)O)n1cnc2sc3c(c2c1=O)CCCC3 (stereo unspecified)
  0% | · | -2 | -41% | 8% | ?
- COCc1cc(C)nc(SCC(=O)Nc2ccc3c(c2)n(C)c(=O)n3C)c1C#N
  0% | -12% | · | -2% | -7% | -3%
- CCC(=O)Nc1nnc(C)s1
  -13% | -29% | -5 | -18% | -5% | 1%
- COc1cc(OC)c(/C=C2\C(=O)Nc3ccccc32)c(OC)c1
  -30% | -4% | -33 | 6% | · | ?
- C=C(C)Cn1c(N2CC(C)CC(C)C2)nc2c1c(=O)[nH]c(=O)n2C (stereo unspecified)
  2% | 9% | 29 | -4% | 7% | 7%
- COc1cccc(OCc2nc3ccccc3n2CCOc2ccc(C)cc2)c1
  · | 7% | 14 | · | · | 15%
- CCN(Cc1ccccc1)S(=O)(=O)c1cc(C(=O)NC(C)C2CC3CCC2C3)ccc1OC (stereo unspecified)
  14%[11.6 µM] | 2% | -88* | -10% | 1% | -15%
- COC(=O)c1cc(Nc2cc(C)c3ccc(O)cc3n2)cc(C(=O)OC)c1
  5% | 0% | ? | -54% | 1% | -2%
- Oc1ccc(-c2n[nH]c(=S)n2-c2ccc3c(c2)OCCO3)cc1
  52%[activator] | -7% | 16 | -31% | -6% | -7%
- Cc1cccc(NC(=O)CN2C(=O)COc3ccc(S(=O)(=O)Nc4ccccc4)cc32)c1C
  · | -9% | 8 | · | · | -6%
- C=CCOC(=O)C1=C(C)NC(=S)C(C#N)(CC=C)C1c1ccccc1Cl (stereo unspecified)
  12% | -1% | -20 | -43% | -11% | 6%
- C[C@@H]1O[C@@H](O[C@@H]2C=C3CCC4C(CC[C@]5(C)[C@@H](c6ccc(=O)oc6)CC[C@]45O)[C@@]3(C)CC2)[C@H](O)[C@H](O)[C@H]1O (stereo partly specified)
  19% | -22% | -99* | 109%[activator] | · | ?
- Cc1onc(-c2c(Cl)cccc2Cl)c1C(=O)n1nnc2ccccc21
  · | ? | · | -14% | 0% | -6%
- O=C(Cn1ncc2c(=O)oc3ccccc3c21)N1CCN(c2ccc(Cl)cc2)CC1
  · | -6% | 4 | · | · | -5%

# 3 of these compounds in a different format.
> COc1cc(OC)c(/C=C2\C(=O)Nc3ccccc32)c(OC)c1
  AMA1 RON2 block = -30% | Sm TGR block = -4% | HCMV antiviral = -33 | AmpC no deterg = 6% | Giardia FBPA inh = · | AmpC detergent = ?

> C=C(C)Cn1c(N2CC(C)CC(C)C2)nc2c1c(=O)[nH]c(=O)n2C (stereo unspecified)
  AMA1 RON2 block = 2% | Sm TGR block = 9% | HCMV antiviral = 29 | AmpC no deterg = -4% | Giardia FBPA inh = 7% | AmpC detergent = 7%

> COc1cccc(OCc2nc3ccccc3n2CCOc2ccc(C)cc2)c1
  AMA1 RON2 block = · | Sm TGR block = 7% | HCMV antiviral = 14 | AmpC no deterg = · | Giardia FBPA inh = · | AmpC detergent = 15%

# (list continues)
canonical_smiles	AMA1 RON2 block	Sm TGR block	HCMV antiviral	AmpC no deterg	Giardia FBPA inh	AmpC detergent
CCCCNC(=O)NCCN1CCOCC1	6%	14%	-10	-17%	1%	-3%
CC(OC(=O)c1nsc(Cl)c1Cl)C(=O)NCc1cccs1 (stereo unspecified)	-2%	38%[activator]	20	-20%	2%	1%
C/C(=N\Nc1cccc([N+](=O)[O-])c1)c1cc2ccccc2o1	0%	-11%	-31	-1%	-4%	-1%
O=C(NC1CCCCCC1)c1ccccc1-c1ccccc1	9%	2%	-15	-19%	2%	?
O=C(O)C=C1CCN(c2ncc(C(F)(F)F)cc2Cl)CC1	-7%	-4%	33	-14%	11%	-2%
COc1ccccc1CNC(=O)CCCn1nc(C)c2c(C)n(-c3ccccc3)nc2c1=O	-5%	-1%	-23	54%	·	0%
Cc1ccc(C(=S)N2CCN(Cc3ccccc3)CC2)cc1	?	-7%	-30	18%[2.29 µM]	16µM*	-9%
CN1CCN(c2ccccc2NC(=O)C(Cc2ccccc2)n2cccc2)CC1 (stereo unspecified)	-19%	-2%	-19	54%	5%	-5%
COc1cc(/C=N/NC(=O)c2csc3c2CCCC3)cc(OC)c1O	13%	2%	-26	-36%	-8%	?
CCCCSCCCNC(=O)C1CCC(CNS(=O)(=O)c2ccc(NC(C)=O)cc2)CC1 (stereo unspecified)	-8%	-13%	-36	15%	15%	-7%
NC(=O)C1(N2CCCCC2)CCN(S(=O)(=O)c2ccc(Cl)s2)CC1	30%[activator]	-1%	-10	11%	·	0%
COc1cccc(NC(=O)COC(=O)c2ccc(S(=O)(=O)NCc3ccco3)cc2)c1	-3%	?	9	-37%	-1%	-6%
CCc1ccc(C(=O)N2CCN(S(=O)(=O)c3sc(C(=O)O)c(C)c3C(=O)O)CC2)cc1	0%	-1%	-40	-18%	·	-8%
CC(/C(O)=C(\C#N)c1nc2ccccc2n1C)N1C(=O)c2ccccc2C1=O (stereo unspecified)	·	1%	·	-13%	7%	-9%
Cc1ccc(C)c(NC(=O)COC(=O)CCc2ccc(S(=O)(=O)N3CCOCC3)cc2)c1	-14%	1%	3	28%	4%	2%
COc1ccc(-n2c(Cc3cccn3C)nnc2SCC(=O)Nc2cc(Cl)ccc2OC)cc1	-18%	-16%	18	157%[activator]	1%	-1%
CCOc1ccc(NC(=O)COC(=O)C23CC4CC(CC(C4)C2)C3)c([N+](=O)[O-])c1	0%	2%	32	-44%	0%	?
CC1CCN(c2cc(N3CCOCC3)c(F)cc2[N+](=O)[O-])CC1	-17%	6%	?	-10%	0%	0%
OCC(CO)(CO)N=Cc1c(O)ccc2ccccc12	43%[activator]	12%	-6	-23%	?	-16%
O=C(CCN1CCCC1=O)NC1CCCc2c1cnn2-c1ccc(F)cc1F (stereo unspecified)	0%	5%	9	-6%	-2%	-3%
Cc1cc2[nH]c(=O)c(=O)[nH]c2cc1S(=O)(=O)N1CCN(c2cccc(C(F)(F)F)c2)CC1	5%	-9%&0%	-32&22	3.2µM*	-4%	-9%&11%
CN(C)c1ccc(/C=N/N2C(=O)c3ccccc3C2=O)cc1	0%	13%	?	-9%	2%	-5%
Cc1cc(C)n(C(=O)c2cccc(S(=O)(=O)N3CCCC3)c2)n1	0%	-8%	-5	-5%	3%	?
O=C(Cn1ncc2c1-c1ccccc1OC2)Nc1ccc(S(=O)(=O)N2CCCCC2)cc1	8%	2%	30	-14%	0%	-13%
CC(C)Cc1nnc(NC(=O)C2=COCCO2)s1	-1%	3%	25	0%	·	6%
COc1ccccc1-c1nc(SCC(=O)Nc2ccccc2F)n[nH]1	13%	-3%	53	-32%	·	-2%

# Screening data from PubChem.
